Screens: PubChem, The Scripps Research Institute Molecular Screening Center
OXTR agonist = activates the human oxytocin receptor; P30559; CHO-OTR cells, Fluo-8 calcium fluorescence; normalized: DMSO 0%, oxytocin 100%; activation, % at 3 µM; 0.32% of 320,000 active; AID 2435;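 active means activation above the mean of all tested compounds plus 3 SD, cutoff set per screening run, cut at about 20% in these data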;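 further: peak over basal fluorescence ratio from a 100 s FLIPR kinetic read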
Target sequence (P30559 whole entry, looked up): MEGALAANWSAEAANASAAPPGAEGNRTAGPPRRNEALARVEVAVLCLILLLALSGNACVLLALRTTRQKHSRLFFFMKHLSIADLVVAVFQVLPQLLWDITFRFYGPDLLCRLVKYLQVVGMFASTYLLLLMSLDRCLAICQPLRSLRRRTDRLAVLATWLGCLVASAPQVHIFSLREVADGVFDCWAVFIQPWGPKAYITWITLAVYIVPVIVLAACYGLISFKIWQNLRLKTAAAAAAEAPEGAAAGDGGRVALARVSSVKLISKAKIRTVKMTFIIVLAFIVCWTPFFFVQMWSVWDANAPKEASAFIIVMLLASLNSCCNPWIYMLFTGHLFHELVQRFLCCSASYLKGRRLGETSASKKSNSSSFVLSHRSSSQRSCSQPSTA
CHO parental Ca = counter-screen for OX1R antagonists: effect in parental CHO cells; parental CHO-K1, ATP-induced calcium, Fluo-8 fluorescence; inhibition, % at 5.6 µM; 0.63% of 330,000 active; AID 463079;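 active means inhibition above that plate's mean sample inhibition plus 3 SD, cut at about 26% in these data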;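 further: 0% = ATP-challenged DMSO wells and 100% = DMSO wells without ATP; some compounds past the cut are filed as inactive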
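test system = CHO parental line | reagent = ATP stimulus | measured by = intracellular calcium via Fluo-8 no-wash fluorescent dye | control set = ATP and no-ATP DMSO wells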
TAAR1 antagonist = human TAAR1 antagonism. CHO RD-HGA16 TAAR1, Fluo-8 calcium fluorescence, antagonist. inhibition, % at 3 µM. 1.5% of 360,000 active;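 active means inhibition above a per-plate cutoff, the mean inhibition of test compounds on that plate plus 3 SD, cut at about 49% in these data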;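 further: 0% = DMSO plus EC80 beta-PEA response and 100% = DMSO alone without agonist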
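Test system: hTAAR1-expressing CHO RD-HGA16 cells, Gα16-coupled; Probe or stimulus: EC80 β-phenethylamine stimulus; Compound dosing: single nominal final test compound concentration of 3 µM; Timing: 140 s kinetic read after compound, 140 s after agonist; Signal: Fluo-8 calcium-sensitive fluorescence; Measure: % inhibition of agonist calcium response; Controls: DMSO and EC80 PEA controls.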
TAAR1 ag = human TAAR1 agonism; CHO RD-HGA16 TAAR1, Fluo-8 calcium fluorescence; vehicle wells 0%, saturating PEA agonist 100%; activation, % at 3 µM; Q96RJ0; 0.99% of 360,000 active;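 active means activation above the mean activation of all test compounds in the run plus 3 SD, cut at about 38% in these data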
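Test system: RD-HGA16 (CHO) cells co-expressing Gα16 and hTAAR1 / Benchmarks: DMSO vehicle as 0%, PEA at EC100 as 100% / Repeats: no replicates (n 1) / Measure: % activation from peak over basal fluorescence ratio, DMSO-to-PEA scaled / Timing: 17-24 h plating, Fluo-8 75 min 37 °C, 30 min RT / Technique: kinetic Fluo-8 calcium fluorescence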
OXTR potentiate = potentiators of human oxytocin receptor; CHO-OTR cells, Fluo-8 calcium fluorescence, potentiator mode; 0% = oxytocin EC15, 100% = EC100; activation, % at 3 µM; 0.061% of 320,000 active; AID 2445;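 active means activation above that plate's cutoff, the mean activation of tested compounds plus 3 SD, cut at about 6.6% in these data, passing the limit was not always enough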;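 further: 100% uses oxytocin at 75 nM as the full agonist control; some results filed as inactive read as strong as hits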
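Dosing: Single dose, 3.0 µM nominal final compound concentration | Material: Human OTR in CHO cells | Technique: Kinetic Fluo-8 calcium fluorescence | Benchmarks: EC15 oxytocin alone as 0%, 75 nM oxytocin as 100% | Probe or stimulus: Oxytocin at about EC15, sub-maximal agonist stimulus | Incubation: Compound 6 min at room temperature before oxytocin, 100 s read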
M1 antag = blocks human M1 muscarinic receptor; 1.3% of 360,000 active; inhibition, % at 3 µM; CHO-K1 hM1, Fluo-8 calcium fluorescence, ACh EC80 antagonist; AID 588852; P11229;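 active means percent inhibition above its own plate's cutoff, namely the mean of that plate's compound wells plus 3 SD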;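 further: peak over basal fluorescence ratio during 140 s after agonist addition; 0% = ACh EC80 plus DMSO and 100% = DMSO alone without agonist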
Target sequence (P11229 whole entry, looked up): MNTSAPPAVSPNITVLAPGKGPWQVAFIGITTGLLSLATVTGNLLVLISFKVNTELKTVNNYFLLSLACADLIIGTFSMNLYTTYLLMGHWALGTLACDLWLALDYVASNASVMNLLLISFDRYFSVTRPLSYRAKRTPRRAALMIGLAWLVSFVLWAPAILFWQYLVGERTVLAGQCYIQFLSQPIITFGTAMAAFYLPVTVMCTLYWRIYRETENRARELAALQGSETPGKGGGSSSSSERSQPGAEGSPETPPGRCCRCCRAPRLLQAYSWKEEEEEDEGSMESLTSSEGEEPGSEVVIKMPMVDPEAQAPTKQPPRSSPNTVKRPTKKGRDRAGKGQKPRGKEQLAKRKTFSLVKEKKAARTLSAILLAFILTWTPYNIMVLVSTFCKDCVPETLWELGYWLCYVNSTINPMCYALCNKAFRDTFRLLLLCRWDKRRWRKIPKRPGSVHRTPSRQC
V1aR counter = activates human V1a receptor in oxytocin agonist counter-screen. 0.25% of 320,000 active. AID 2797. CHO-V1R cells, Fluo-8 calcium fluorescence, agonist mode; 0% DMSO, 100% 3 nM vasopressin. activation, % at 3 µM;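 active means activation above the mean activation of all tested compounds plus 3 SD, per screening run, cut at about 20% in these data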;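 further: signal is peak over basal fluorescence ratio across a 100 second FLIPR read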
M1 PAM = human CHRM1 positive allosteric modulation | P11229 | CHO-K1 hM1, Fluo-8 calcium fluorescence, ACh EC20; 0% = ACh EC20, 100% = maximal ACh | activation, % at 3 µM | 0.088% of 360,000 active | AID 588819; in the data active means activation above about 19%, passing the limit was not always enough
CHRM1 agonist = agonists of human M1 muscarinic receptor; P11229; CHO-K1 hM1, Fluo-8 calcium fluorescence, agonist mode; 0% DMSO, 100% acetylcholine EC100; activation, % at 3 µM; 0.33% of 360,000 active;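 active means activation above the run's mean compound activation plus 3 SD, cut at about 16% in these data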;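 further: peak over basal fluorescence ratio within a 140 s kinetic read after compound addition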
Numbers without * were called inactive; / = not tested or not shown.

SMILES	OXTR agonist	CHO parental Ca	TAAR1 antagonist	TAAR1 ag	OXTR potentiate	M1 antag	V1aR counter	M1 PAM	CHRM1 agonist
COc1cccc(-c2nc(CS(=O)(=O)CC(=O)NCc3ccccc3)c(C)o2)c1	-1.9	-13.5	-14.8	0.8	-4.1	-5.7	0.3	2.9	-1.8
Oc1ccc(C2Nc3cccc4cccc(c34)N2)c(O)c1	0.0	2.2	-13.2	-1.7	-10.7	-7.9	0.5	6.7	-1.8
COc1ccccc1NS(=O)(=O)c1ccc(C)c(NS(=O)(=O)c2cc(NC(C)=O)ccc2OC)c1	/	/	2.3	0.5	/	-11.9	/	9.3	0.0
COc1ccccc1-n1cnnc1SCC(=O)Nc1cccnc1Cl	2.4	3.6	-21.5	2.0	0.4	-4.8	2.9	5.2	-0.2
CC(C)CCNC(=O)NC(=O)COc1c(F)c(F)cc(F)c1F	-2.6	-15.2	4.6	4.9	-7.3	-1.9	-1.4	-6.3	-5.5
COc1ccc2cc3cc(C(=O)NCc4ccco4)oc3nc2c1	-1.8	-6.7	-16.2	1.1	-4.2	7.0	0.8	-0.3	-1.8
CC(=O)Nc1ccc(S(=O)(=O)Oc2ccc(/C=N/NC(=O)c3ccc(Cl)cc3)cc2)cc1	3.0	10.3	38.4	7.2	-10.9	12.7	4.1	-1.2	-2.0
COc1ccc(Cc2nn3c(-c4cc(OC)c(OC)c(OC)c4)nnc3s2)cc1	-1.5	-26.1	9.6	1.8	-6.5	-3.2	-0.6	4.2	-4.8
N#C/C(=C/c1cc[nH]c1)C(N)=S	1.1	4.5	-25.0	3.1	-6.9	-9.3	-0.3	9.9	-0.3
CC(=O)N1CC(C)Sc2ccc(S(=O)(=O)N3CCCCC3)cc21 (configuration not stated)	1.6	-6.7	0.9	0.5	-6.0	-13.6	2.8	21.9	0.9
O=C1COc2ccc(S(=O)(=O)N3CCCCCC3)cc2N1	0.1	-9.2	-18.4	2.3	-10.5	-9.8	0.0	7.8	-0.6
C/C(=N\Nc1ccc(C(=O)c2c(C)cc3ccccn23)cc1[N+](=O)[O-])c1ccc(O)cc1	0.0	-7.0	-13.9	-3.3	0.8	-14.3	0.5	10.4	-2.2
CC(C(=O)N1CCc2ccccc21)N1CCN(Cc2ccc(Cl)cc2)CC1 (configuration not stated)	-0.5	-2.0	8.7	-0.8	1.3	5.6	-1.2	-1.6	-8.9
COc1ccc(-n2c(C)cc(C(=O)CN3CCC(C)CC3)c2C)cc1	0.2	1.8	-3.5	5.2	-2.7	-8.3	1.0	0.5	-5.4
CCc1noc(C)c1C(=O)Nc1nc(-c2ccc(OC)cc2OC)cs1	-1.0	-11.4	15.1	-1.3	-6.0	-3.7	1.1	-2.0	-4.7
CN(C)S(=O)(=O)c1cccc(NC(=O)c2cc(-c3cccs3)nn2-c2cccc(Cl)c2)c1	2.0	-4.7	4.4	0.1	-5.4	12.1	1.6	-9.1	0.5
CC(OC(=O)c1cc[n+]([O-])cc1)C(=O)Nc1ccc(C(N)=O)cc1 (configuration not stated)	0.0	5.3	13.8	1.9	-0.5	10.0	1.1	-3.5	-3.2
Cc1nnc(SCC(=O)NCc2ccco2)n1Cc1ccccc1	0.7	10.2	-0.3	-2.6	-6.7	3.2	0.3	4.5	-3.6
Cc1ccc2nc(SCC(=O)c3ccccc3)nc(=O)n2c1	0.2	-0.6	-15.5	0.6	-3.8	-1.2	0.8	4.3	-5.8
O=C(NC1CCCCCC1)C(=S)NCc1ccccc1	-2.4	3.6	-1.5	8.3	-22.6	0.8	0.9	8.9	1.6
CC1CCN(c2cc(N3CCC(C)CC3)c([N+](=O)[O-])cc2/C=C(\C#N)c2nn(-c3ccccc3)c(N)c2C#N)CC1	0.0	-13.1	-7.3	11.8	-8.8	-26.7	0.3	8.9	-0.2
Cc1ccccc1NC(=S)NCc1cccs1	-0.6	-13.9	-4.9	1.5	-4.7	2.2	0.4	-1.2	-3.0
CCc1ccc(C2=NN(C(=O)CCC(=O)O)C(c3cccs3)C2)cc1 (configuration not stated)	2.9	1.3	-5.0	3.0	0.1	-10.8	0.7	10.4	-2.7
Cc1ccc(C(C2=C(O)CC(C)(C)CC2=O)C2C(=O)CC(C)(C)CC2=O)s1 (configuration not stated)	-2.5	-24.5	-11.2	34.9	-0.7	17.3	0.0	-2.3	1.4
CCOc1ccc(NC(=O)CC(=O)Nc2ccc(OCC)cc2)cc1	0.0	3.8	1.9	-1.7	-10.4	-7.0	-0.1	6.9	-3.7
COc1ccc(OC)c(CNC(=O)C2CCC(=O)N2C(C)C)c1 (configuration not stated)	0.3	-6.4	-13.4	-0.7	2.9	-12.3	-0.8	-0.3	-1.0
CN(CC(=O)Nc1ccccc1Cl)C(=O)CN1C(=O)NC(c2ccccc2)(c2ccccc2)C1=O	4.9	26.2	-1.0	17.2	-12.9	14.8	4.3	-2.9	2.7
OCCNCCCOc1ccc(Cl)cc1Br	6.1	-1.5	-1.0	4.0	3.8	-6.7	1.9	4.3	-5.7
COc1ccccc1CNC(=O)CCN1C(=O)COc2ccccc21	0.2	-13.0	-12.8	9.4	-5.3	-2.4	-0.3	-1.6	-12.5
COc1ccc(S(=O)(=O)N2CCN(C(=O)CCOc3ccccc3)CC2)cc1OC	-1.7	-15.3	-5.0	11.4	4.5	-11.0	-0.5	10.6	-1.5
CCCCc1ccc(NC(=S)NCc2ccc(OC)cc2)cc1	-0.8	-11.5	10.6	3.0	-14.9	-0.8	4.3	-2.3	-5.9
COc1ccc(OC)c(CN2CCCC(C(=O)N3CCCCC3)C2)c1 (configuration not stated)	0.8	-6.9	106.2*	-3.0	-5.8	4.4	0.1	-1.1	-13.3
CC(=O)/C(=N\Nc1cccc(Cl)c1)Sc1cccc2cccnc12	-1.5	-0.2	17.0	-1.1	-0.9	-15.6	0.4	13.8	-5.4
O=C(O)c1ccccc1Sc1ncnc2sc3c(c12)CCC3	-1.2	8.0	3.1	-1.5	-13.9	-1.2	1.0	4.9	-4.5
CCOc1ccc(/C=C\c2nc(O)c([N+](=O)[O-])c(=O)[nH]2)cc1OCC	-0.2	-3.2	-8.9	3.9	-9.7	-19.9	1.7	9.1	-0.5
O=C(COC(=O)C1=COCCO1)Nc1ccc(OC(F)F)cc1	0.4	-7.7	-18.7	2.8	-5.1	-7.5	0.1	9.9	-5.7
COc1ccc(OCc2cc(C(=O)NCC(C)Oc3cccnc3)no2)c(Cl)c1 (configuration not stated)	4.0	-4.3	23.2	6.2	-10.7	12.3	4.6	-6.0	-0.4
Cc1cc(F)ccc1S(=O)(=O)N1CCCOC1CNC(=O)C(=O)NC1CC1 (configuration not stated)	-0.9	-5.7	-4.7	2.8	-12.6	-4.8	-0.7	4.2	-1.5
COc1ccccc1NS(=O)(=O)N(C)C	0.6	2.0	2.0	8.0	7.4	-10.0	1.1	5.5	-2.6
CCCCc1nc2ccccc2c(NC(=O)CN2CCN(C)CC2)c1CCC	-1.7	-11.5	-8.7	2.5	-5.0	3.6	0.8	-8.5	-10.6
Nc1cc(Cl)nc(N/N=C/c2ccccc2[N+](=O)[O-])n1	0.2	-16.2	-7.4	17.8	-7.8	-9.7	0.7	5.2	0.8
COc1ccc(-c2cc(=O)oc3cc(OCC(C)=O)ccc23)cc1	-0.2	-12.2	7.6	0.5	-5.6	-4.3	0.7	2.4	-10.3
CCCC(=O)NC(Nc1ccccc1F)C(Cl)(Cl)Cl (configuration not stated)	-1.8	-11.7	/	/	-1.9	/	-1.6	/	/
NNC(=O)[C@@H]1C[C@@H]1c1ccccc1	-0.8	-12.3	-13.6	5.6	-14.8	8.3	0.0	-6.3	-4.4
O=C(CCCNS(=O)(=O)c1ccc(Cl)c(Cl)c1)NCCc1ccccn1	0.0	-12.9	-5.5	0.1	-2.7	-6.9	0.8	3.2	-4.0
O=C(c1ccc(S(=O)(=O)Cc2cc(F)ccc2F)c([N+](=O)[O-])c1)N1CCOCC1	/	/	-5.2	1.9	/	-6.1	/	2.9	-3.3
O=C1COc2ccc(S(=O)(=O)N3CCC(C(=O)NCc4ccccc4)CC3)cc2N1	0.6	-2.6	-9.8	0.3	2.8	1.4	0.6	-0.3	-2.7
COc1ccc(C(=S)N2CCN(c3ccccc3C)CC2)cc1	-1.9	-7.3	-4.2	2.7	-17.8	-4.3	-0.3	-2.2	-5.5
CCOc1ccc(N(C(=O)c2snc(C(N)=O)c2N)C(C(=O)NC2CCCC2)C(C)C)cc1 (configuration not stated)	-2.5	-18.8	-12.4	2.6	1.1	4.1	-0.5	-0.5	0.3
CC(OC(=O)c1cccc(Cl)c1)C(=O)NC1CCCCC1C (configuration not stated)	-1.5	-19.2	-7.7	0.1	-1.6	-1.9	-0.9	3.2	-5.0
